High-throughput results deposited in PubChem BioAssay by Broad Institute.
RAD54 inh = inhibitors of human RAD54 branch migration, primary screen, biochemical, fluorescence, single point; AID 602329, 2012; inhibition, % at 10.4 µM; 360,000 tested, 0.14% active; RAD54 Holliday junction branch migration, FAM/BHQ fluorescence;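 active means mean normalized replicate activity at least 40 and at least half of replicates scoring 40 or more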;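 further: 0% = median of neutral control wells and 100% = median of positive control wells; inhibitors cause a drop in the FAM fluorescence signal; in these data hits start at about 50%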
Target sequence (Q92698 whole entry, looked up): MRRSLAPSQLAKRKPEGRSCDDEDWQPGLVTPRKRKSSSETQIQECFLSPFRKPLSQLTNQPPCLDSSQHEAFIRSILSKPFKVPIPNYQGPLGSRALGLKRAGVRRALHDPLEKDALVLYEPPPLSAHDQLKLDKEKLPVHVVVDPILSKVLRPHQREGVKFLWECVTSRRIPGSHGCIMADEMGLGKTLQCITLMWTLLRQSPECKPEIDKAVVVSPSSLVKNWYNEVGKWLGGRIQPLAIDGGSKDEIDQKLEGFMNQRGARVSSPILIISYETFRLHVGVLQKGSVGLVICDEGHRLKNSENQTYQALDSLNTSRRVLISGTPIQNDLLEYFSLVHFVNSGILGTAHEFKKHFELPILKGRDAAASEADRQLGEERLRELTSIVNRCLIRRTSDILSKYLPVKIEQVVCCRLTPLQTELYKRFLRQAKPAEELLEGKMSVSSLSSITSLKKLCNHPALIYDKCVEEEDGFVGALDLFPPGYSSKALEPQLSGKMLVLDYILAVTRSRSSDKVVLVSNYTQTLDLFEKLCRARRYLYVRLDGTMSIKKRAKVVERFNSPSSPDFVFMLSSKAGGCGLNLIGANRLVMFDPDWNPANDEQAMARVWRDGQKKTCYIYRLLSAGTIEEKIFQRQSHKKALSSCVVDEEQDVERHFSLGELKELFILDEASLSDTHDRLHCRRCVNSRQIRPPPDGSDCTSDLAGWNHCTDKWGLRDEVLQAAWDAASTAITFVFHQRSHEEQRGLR
ARNT-TACC3 inh = disruptors of ARNT/TACC3 protein interaction, primary screen, biochemical, AlphaScreen, single concentration; Transforming acidic coiled-coil-containing protein 3 (Homo sapiens), Q9Y6A5; AlphaScreen His-ARNT PAS-B/GST-TACC3 binding, luminescence; TACC3 fragment carries E629A point mutation; inhibition, % at 9.99 µM; 390,000 tested, 0.66% active;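 active means mean inhibition of replicates at least 50% and at least half of replicates each reaching 50%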;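 further: 0% = complete ARNT plus TACC3 wells and 100% = ARNT alone without TACC3; many hits fall short of the cut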
ERp5 inh = inhibitors of ERp5-driven insulin aggregation, primary screen, biochemical, turbidity, absorbance 650 nm, single point; Protein disulfide-isomerase A6 (Homo sapiens), Q15084; 90 min; inhibition, % at 9.99 µM; 350,000 tested, 0.05% active;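 active means mean replicate inhibition above about 25%, with every replicate also reaching it, limit read from the data, passing the limit was not always enough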
Casp6 inh = human caspase-6 inhibitors, primary screen, biochemical, VEID-R110 fluorescence, single point, set 2; 350,000 tested, 0.53% active; purified caspase-6, Z-VEID-R110 cleavage fluorescence; AID 686996, 2013; inhibition, % at 12.5 µM;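 active means mean inhibition across replicates at least about 35%, with every replicate also reaching that limit, limit read from the data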;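 further: 0% = median of neutral control wells and 100% = no fluorescence left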
Target sequence (P55212 24-179 limits assumed): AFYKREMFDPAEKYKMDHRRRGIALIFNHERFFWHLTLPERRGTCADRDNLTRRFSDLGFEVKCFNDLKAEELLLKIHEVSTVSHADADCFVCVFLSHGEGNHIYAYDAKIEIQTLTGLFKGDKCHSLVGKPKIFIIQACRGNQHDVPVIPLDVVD
Target sequence (P55212 194-293 limits assumed): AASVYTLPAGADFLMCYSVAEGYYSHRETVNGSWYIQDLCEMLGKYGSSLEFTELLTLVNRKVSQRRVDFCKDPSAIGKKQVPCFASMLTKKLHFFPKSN
RAD52 inh = RAD52 DNA annealing inhibitors, primary screen, biochemical, FRET, single point, set 2; DNA repair protein RAD52 homolog (Homo sapiens), P43351; 360,000 tested, 0.46% active; recombinant RAD52 DNA annealing, FRET fluorescence; inhibition, % at 18.7 µM;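 active means every replicate showing at least 50% inhibition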
E-selectin induc = E-selectin induction in HUVECs, primary screen, imaging, HUVEC, immunofluorescence imaging, single point; P16581; normalized: neutral wells 0, TNF-alpha wells 100; activation, % at 7.58 µM; 260,000 tested, 0.37% active; AID 686992, 2013;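 active means mean E-selectin-positive cell signal at least 10% of the positive control, reached in at least 60% of replicates, without over 20% cell loss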;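 further: in these data hits start at about 27%; measured in HUVEC primary endothelial cells; signal is the percent of cells scored E-selectin positive by PE staining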
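Test system – human umbilical vein endothelial cells (HUVEC), E-selectin induction · Input – 3,000 HUVEC seeded per well · Buffer or medium – EGM-2, gelatin · Compound dosing – single-point compound dose · Detection – immunofluorescence imaging · Measure – percent E-selectin-positive cells · Controls – TNF-alpha high, DMSO low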
esBAF inh = Bmi1 luciferase reporter increase in mESCs, primary screen, esBAF inhibitor project, mouse ES cells, Bmi1 luciferase knock-in, single point; 24 h; 100% = twice the neutral-well signal; reporter increase, % at 12.5 µM; 350,000 tested, 2% active; in the data active means activation above about 40%;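 further: 0% = median of the plate's neutral control wells and 100% = double that signal; a rise in the Bmi1 reporter signal indicates esBAF inhibition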
PglD DTNB = C. jejuni PglD acetyltransferase inhibitors, primary screen, biochemical, DTNB colorimetric, single point; UDP-N-acetylbacillosamine N-acetyltransferase PglD (Campylobacter jejuni); purified PglD enzyme, DTNB colorimetric CoA detection; inhibition, % at 12.5 µM; 360,000 tested, 0.098% active; in the data active means inhibition above about 16%, passing the limit was not always enough; further: strong numbers were not always called active
* marks the source's active call; other numbers are inactive results.

COc1ccc(COC(=O)c2cc(S(=O)(=O)N3CCCCC3)ccc2N2CCOCC2)cc1 was read as RAD54 inh -3, ARNT-TACC3 inh -3, ERp5 inh 3, Casp6 inh 2, RAD52 inh 7, E-selectin induc 0.2, esBAF inh 13 and PglD DTNB -4.
For COc1ccc2oc(=N)c(C(=O)Nc3ccc(Br)cc3)cc2c1 the results were RAD54 inh -4, ARNT-TACC3 inh -9, ERp5 inh 2, Casp6 inh -1, RAD52 inh -6, esBAF inh 9 and PglD DTNB -1.
Screening O=C(CNC(=S)N(Cc1ccccc1)Cc1ccccc1F)NCc1ccccc1 returned ARNT-TACC3 inh -3, ERp5 inh 2, Casp6 inh 0, RAD52 inh -10 and E-selectin induc 3.3.
`CN(C)/C(CN1CCCCC1)=C1\N=C(c2ccccc2)OC1=O` gave RAD54 inh -3, ARNT-TACC3 inh 9, ERp5 inh -3, Casp6 inh -1, RAD52 inh -19, esBAF inh 6 and PglD DTNB -2.
For Cc1ccc(C)c(NC(=O)C2CCCN(S(=O)(=O)c3cccnc3)C2)c1 (stereo unspecified) the results were RAD54 inh 7, ERp5 inh 6, Casp6 inh 0, RAD52 inh -8, esBAF inh -3 and PglD DTNB -3.
Screening CCOC(=O)C1(Cc2cccc(F)c2)CCN(C(=O)c2cscn2)CC1 returned RAD54 inh -6, ARNT-TACC3 inh 4, ERp5 inh 0, Casp6 inh 2, RAD52 inh -9, E-selectin induc 3.6, esBAF inh 8 and PglD DTNB 6.
For Cc1cccc(C)c1OCC(=O)N/N=C/c1cccn1C the results were RAD54 inh 1, ARNT-TACC3 inh 7, esBAF inh 11 and PglD DTNB -1.
For O=C(NCc1ccc2c(c1)OCO2)C1CCC(=O)N1C1CCCCC1 (stereo unspecified) the results were RAD54 inh -3, ARNT-TACC3 inh -6, ERp5 inh -6, Casp6 inh -2, RAD52 inh 0, E-selectin induc -0.1 and PglD DTNB 3.
COc1ccc(S(N)(=O)=O)cc1C(=O)OCC(=O)N1c2ccccc2NC(=O)C1(C)C was read as RAD54 inh -1, ERp5 inh 7, Casp6 inh 26, RAD52 inh -10, E-selectin induc 11, esBAF inh -10 and PglD DTNB 3.
COc1ccc(NC(=O)C2CCC(CNS(=O)(=O)c3csc(C(N)=O)c3)CC2)cc1OC (stereo unspecified) was read as RAD54 inh -20, ARNT-TACC3 inh -12, ERp5 inh 3, Casp6 inh 1, RAD52 inh -17, E-selectin induc -0.1 and esBAF inh -2.
For C[C@@H]1CN([C@@H](C)CO)C(=O)c2cc(NC(=O)c3ccncc3)ccc2O[C@@H](C)CCCCO[C@H]1CN(C)C(=O)Nc1ccc(F)cc1 the results were RAD54 inh 3, ARNT-TACC3 inh 2, ERp5 inh 7, Casp6 inh 1, RAD52 inh 0, E-selectin induc -0.1, esBAF inh -4 and PglD DTNB 0.
For COC(=O)C[C@H]1CC[C@@H]2[C@H](COc3ccc(NC(=O)Nc4ccccc4C)cc3C(=O)N2C)O1 the results were RAD54 inh 0, ARNT-TACC3 inh -4, ERp5 inh -4, Casp6 inh 3, RAD52 inh -4, E-selectin induc 0.2, esBAF inh 3 and PglD DTNB -5.
`Cc1ccc(S(=O)(=O)N(C)c2ccc(C(=O)NCC(c3ccco3)N3CCCC3)cc2)cc1` (stereo unspecified) gave RAD54 inh -12, ERp5 inh -8, Casp6 inh 1, RAD52 inh inactive, E-selectin induc -0.5, esBAF inh -1 and PglD DTNB 2.
For COc1ccc(NC(=O)c2ccc3c(SCC(=O)O)c4c(nc3c2)CCCC4)c(OC)c1 the results were ARNT-TACC3 inh 17, ERp5 inh -1, Casp6 inh 18, RAD52 inh -51 and E-selectin induc 1.2.
`O=C(Cc1c(F)cccc1Cl)OCC(=O)N1CCc2ccccc21` gave ERp5 inh 2, Casp6 inh 1, RAD52 inh -21, E-selectin induc -0.2 and esBAF inh 32.

Overlap with the part before: 2 entries; new compounds follow.
For COc1ccc(NC(=O)c2ccc3c(SCC(=O)O)c4c(nc3c2)CCCC4)c(OC)c1 the results were ARNT-TACC3 inh 17, ERp5 inh -1, Casp6 inh 18, RAD52 inh -51 and E-selectin induc 1.2.
`O=C(Cc1c(F)cccc1Cl)OCC(=O)N1CCc2ccccc21` gave ERp5 inh 2, Casp6 inh 1, RAD52 inh -21, E-selectin induc -0.2 and esBAF inh 32.
CCCOc1ccc(C(=O)Nc2nc(C)c(Cc3ccc4c(c3)OCO4)s2)cc1 was read as RAD54 inh 6, ARNT-TACC3 inh 25, ERp5 inh 1, Casp6 inh 0, RAD52 inh -13 and PglD DTNB -10.
For CC(=O)c1ccc(NC(=O)C2C3CCC(C3)C2C(=O)O)cc1 (stereo unspecified) the results were RAD54 inh 11, ARNT-TACC3 inh 4, ERp5 inh 9, Casp6 inh 2, RAD52 inh -9, E-selectin induc 0.1, esBAF inh 5 and PglD DTNB -4.
For COCC#Cc1ccc2c(c1)O[C@@H](CN(C)C(C)=O)[C@@H](C)CN([C@H](C)CO)S2(=O)=O the results were RAD54 inh 2, ARNT-TACC3 inh -7, ERp5 inh 6, Casp6 inh 1, RAD52 inh -1, E-selectin induc 0.1, esBAF inh 1 and PglD DTNB -3.
Screening Cc1ccc(Nc2c(-c3ccccc3O)nc3cnccn23)cc1 returned ARNT-TACC3 inh 1, ERp5 inh -7, Casp6 inh 2, RAD52 inh -20 and esBAF inh 0.
Screening COC(=O)c1c(C(=O)OC)c(-c2ccc(C)cc2)n2c1CCC2 returned RAD54 inh -12, ARNT-TACC3 inh 3, esBAF inh -6 and PglD DTNB 5.
`C=C(C)CNC(=S)NNC(=O)c1cc(C)oc1C` gave RAD54 inh 1, ARNT-TACC3 inh -2, esBAF inh -1 and PglD DTNB -13.
COc1ccc(Cn2nnnc2C(c2cccs2)N2CCOCC2)cc1 (stereo unspecified) was read as RAD54 inh 0, ARNT-TACC3 inh 0, esBAF inh -12 and PglD DTNB 9.
Screening O=C(NCC1CCCO1)C1CCC(=O)N1Cc1ccc(F)cc1 (stereo unspecified) returned RAD54 inh -5, ARNT-TACC3 inh 3, esBAF inh -2 and PglD DTNB -9.
`O=C(COC(=O)Cc1ccsc1)Nc1ccccc1Cl` gave RAD54 inh 6, ARNT-TACC3 inh 0, ERp5 inh 0, Casp6 inh 0, RAD52 inh -3, esBAF inh -5 and PglD DTNB -5.
Screening Cc1ccc(NC(=O)CN(C)C(=O)CSc2nccn2C)cc1 returned RAD54 inh -8, ARNT-TACC3 inh -5, ERp5 inh -4, Casp6 inh 1, RAD52 inh 12, E-selectin induc 0.1 and PglD DTNB -7.
For CCCNC(=O)N1[C@@H]2c3ccc(-c4ccccc4OC)c(=O)n3C[C@H]1[C@H](CO)[C@H]2C(=O)N(C)C the results were RAD54 inh 3, ARNT-TACC3 inh -3, ERp5 inh 17, Casp6 inh 2, RAD52 inh -2, E-selectin induc 0.2, esBAF inh -3 and PglD DTNB 1.
For COc1ccc(OCc2nnc(SCC(=O)N3C(C)CCCC3C)o2)cc1 (stereo unspecified) the results were RAD54 inh 0, ARNT-TACC3 inh -6, ERp5 inh 0, Casp6 inh -1, RAD52 inh -4, E-selectin induc 2.0, esBAF inh -4 and PglD DTNB 2.
Screening CC(C)NC(=O)N(C)C[C@H]1Oc2cc(C3=CCCCC3)ccc2S(=O)(=O)N([C@H](C)CO)C[C@H]1C returned RAD54 inh -1, ARNT-TACC3 inh -2, ERp5 inh 0, Casp6 inh 0, RAD52 inh 8, E-selectin induc 0.2, esBAF inh -1 and PglD DTNB 1.
For C[C@H]1CN([C@@H](C)CO)C(=O)c2cc(NC(=O)NC3CCCCC3)ccc2O[C@@H]1CN(C)C(=O)Nc1ccc(C(F)(F)F)cc1 the results were RAD54 inh -10, ARNT-TACC3 inh 5, ERp5 inh -8, Casp6 inh -2, RAD52 inh -13, E-selectin induc 0.2, esBAF inh -1 and PglD DTNB 1.
For CCOc1cc(N2CCOCC2)c(OCC)cc1NC(=O)c1c(-c2ccccc2Cl)noc1C the results were RAD54 inh 5, ARNT-TACC3 inh 10, ERp5 inh 3, Casp6 inh -3, RAD52 inh -10, E-selectin induc -2.5, esBAF inh -2 and PglD DTNB -5.
`Cc1c(C(=O)CN2CCOCC2)[nH]c2ccccc12` gave RAD54 inh -2, ARNT-TACC3 inh -2, esBAF inh -4 and PglD DTNB 4.
For COc1ccccc1NC(=O)c1ccc(CN(c2cc(Cl)ccc2C)S(=O)(=O)c2ccccc2)cc1 the results were RAD54 inh 0, ARNT-TACC3 inh 1, esBAF inh -11 and PglD DTNB 6.
Screening COCCCNC(=O)c1ccc(Cn2c(=O)c3ccccc3n(Cc3ccc(C)cc3)c2=O)cc1 returned RAD54 inh 3, ARNT-TACC3 inh -2, esBAF inh -6 and PglD DTNB -2.
`COc1cccc(-n2c(=O)c3cc(OC)c(OC)cc3n(CC(=O)Nc3cc(C)[nH]n3)c2=O)c1` gave RAD54 inh -1, ARNT-TACC3 inh 20, ERp5 inh -2, Casp6 inh 0, RAD52 inh -18, E-selectin induc 1.3, esBAF inh -1 and PglD DTNB -2.
`Cc1ccc2cccc(OCC(=O)Nc3ccc(N4CCOCC4)cc3)c2n1` gave ARNT-TACC3 inh 10, ERp5 inh 0, Casp6 inh 1, RAD52 inh -7 and E-selectin induc 2.2.
`Cc1ccc(S(=O)(=O)N2CCC(Oc3cccc(C(F)(F)F)c3)CC2)cc1` gave RAD54 inh 11, ARNT-TACC3 inh 30, ERp5 inh 0, Casp6 inh 2, RAD52 inh -5, E-selectin induc 0.0, esBAF inh 4 and PglD DTNB -2.
`CC1CCC(NC(=O)c2[nH]c(C(F)(F)F)nc2-c2ccccc2)CC1` (stereo unspecified) gave RAD54 inh 1, ERp5 inh 3, Casp6 inh 1, RAD52 inh -4, E-selectin induc 0.0, esBAF inh -7 and PglD DTNB 0.
`Fc1ccc(C[n+]2csc3ccccc32)cc1` gave RAD54 inh 6, ARNT-TACC3 inh 7, ERp5 inh 2, Casp6 inh 0, RAD52 inh -8, esBAF inh 6 and PglD DTNB 2.
For N#C/C(=C(/O)CN1CCOCC1)c1nc2ccccc2s1 the results were RAD54 inh -6, ARNT-TACC3 inh 3, esBAF inh 6 and PglD DTNB 0.
`COc1ccc(NC(=O)C2CCCN2c2ccc(OC)c(OC)c2)cc1OC` (stereo unspecified) gave RAD54 inh -3, ARNT-TACC3 inh 15, esBAF inh -4 and PglD DTNB -5.
Cc1cc(OCC(=O)OCC(=O)N2CCc3ccccc3C2)ccc1Cl was read as RAD54 inh 5, ARNT-TACC3 inh -6, ERp5 inh -1, Casp6 inh 2, RAD52 inh -9, esBAF inh -3 and PglD DTNB 1.
For COC(=O)c1cc(S(=O)(=O)NC2CCC(C)CC2)cn1C (stereo unspecified) the results were ARNT-TACC3 inh 27, ERp5 inh 4, Casp6 inh -3 and RAD52 inh -6.
For CN(CC(=O)Nc1ccccc1)CC(=O)Nc1ccccc1Cl the results were RAD54 inh -1, ARNT-TACC3 inh -13, ERp5 inh 0, Casp6 inh -1, RAD52 inh -3, E-selectin induc 0.0, esBAF inh 22 and PglD DTNB -3.
Oc1ccc(-c2csc(Nc3ccc4c(c3)OCO4)n2)c(O)c1 was read as RAD54 inh 23, ARNT-TACC3 inh 6, ERp5 inh -2, RAD52 inh -1, E-selectin induc 0.8, esBAF inh -3 and PglD DTNB -2.
